From PubChem BioAssay
KCNQ2 inh = KCNQ2 channel blockers in CHO-K1 cells – cell-based, FluxOR thallium flux, B-score, primary screen (AID 2156); 20 min; hits give low values; B-score at 10 µM; O88943; 310,000 compounds, 1.1% hits;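 active means fluorescence ratio B-score at most minus 3 library SDs, with starting brightness B-score within 2 library SDs, cut at about -5.5 in these data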
Kir21 block = blocks the mouse Kir2.1 inward-rectifier potassium channel. AID 1672. 310,000 compounds, 0.85% hits. B-score at 10 µM. HEK293-Kir2.1, FluxOR thallium flux fluorescence; hits give low values. P35561;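 active means fluorescence ratio B-score at or below minus 3 SD of library scores, with starting-brightness B-score within 2 SD, cut at about -4.2 in these data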;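 further: channel flux triggered by added potassium and thallium sulfate stimulus; B-score of peak minus minimum fluorescence over baseline after thallium stimulus; more negative B-score means stronger Kir2.1 block with less thallium influx; some compounds called inactive have numbers as strong as hits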
Target sequence (P35561 whole entry, looked up): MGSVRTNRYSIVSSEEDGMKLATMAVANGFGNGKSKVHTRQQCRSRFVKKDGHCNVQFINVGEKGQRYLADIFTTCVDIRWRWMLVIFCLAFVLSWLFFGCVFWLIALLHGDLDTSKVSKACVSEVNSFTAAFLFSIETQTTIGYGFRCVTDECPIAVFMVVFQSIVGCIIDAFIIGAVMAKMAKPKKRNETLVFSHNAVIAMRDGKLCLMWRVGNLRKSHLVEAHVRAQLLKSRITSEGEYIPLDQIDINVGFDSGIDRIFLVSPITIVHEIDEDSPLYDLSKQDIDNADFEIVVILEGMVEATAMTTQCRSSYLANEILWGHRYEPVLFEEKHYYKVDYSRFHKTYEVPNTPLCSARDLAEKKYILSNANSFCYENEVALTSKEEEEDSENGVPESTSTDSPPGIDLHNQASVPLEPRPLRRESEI
Numbers without * were called inactive; i = inactive.

Compound | KCNQ2 inh | Kir21 block
CNC(=O)N(O)C1N(NC(=O)Nc2ccccc2)C(=S)SC1(C)C (stereo unspecified) | i | -0.38
O=C(NC1CC1)c1ccc(S(=O)(=O)NC2CCCCCC2)cc1 | i | 0.14
Cc1cc(/C=C(/C#N)c2nc3ccccc3[nH]2)c(C)n1-c1cccc([N+](=O)[O-])c1 | i | 0.88
CCOC(=O)C1(Cc2ccccc2)CCCN(CCCn2cccn2)C1 (stereo unspecified) | i | -1.25
COc1ccccc1C(=O)Nc1nc2nc(-c3ccccc3)cc(=O)n2[nH]1 | i | -0.84
Cc1ccc(N2C(=O)CC(N(CCc3ccccc3)C(=S)Nc3ccc(N(C)C)cc3)C2=O)cc1 (stereo unspecified) | i | -1.65
CC1(C)CC(=O)C/C(=N\NC(=O)c2cccs2)C1 | i | 0.85
CSc1nc(C)cc(NC(N)=O)n1 | i | 0.54
CCCOc1ccc(Cl)cc1CN1CCOCC1 | i | -1.71
Cc1nn(-c2ccccc2)c(C)c1C(=O)NNC(=O)C(F)(F)F | i | 2.01
CCCc1cc(=O)[nH]c(SCC(=O)N2CCCC2=O)n1 | i | 0.07
O=C(NNC(=O)C(Cl)Cl)c1cnn(-c2ccccc2)c1C(F)(F)F | i | 1.07
CCOc1ccc(CO/N=C/c2c(C)[nH]c(=O)[nH]c2=O)cc1 | i | -0.29
CC(C(=O)c1c[nH]c(C(=O)N=CN(C)C)c1)c1ncc(C(F)(F)F)cc1Cl (stereo unspecified) | i | 0.81
COc1ccc(C(=O)C(CN2CCCC2)c2ccccc2)cc1 (stereo unspecified) | i | 0.08
O=C(CSc1nnc(CNC(=O)c2cccs2)o1)Nc1ccc(Cl)cc1 | i | 0.8
Cc1ccc(NC(=O)C(c2ccc(Cl)cc2Cl)N2CCCC2)cc1 (stereo unspecified) | i | 0.75
Nc1nc(NCc2ccccc2)nc(-c2ccccc2)n1 | i | -1.05
CC1CCc2cc(F)ccc2N1C(=O)c1cccs1 (stereo unspecified) | i | 0.29
COc1ccc(NC(=O)C23CCC(C)(C(=O)C2)C3(C)C)cc1 (stereo unspecified) | i | 0.06
Cc1ccc(OCC(=O)NNC(=O)C(=O)NC(C)(C)C)cc1 | i | 1.63
Cc1cc(C(N)=O)nn1-c1c(Cl)cc(Cl)cc1Cl | i | -0.01
O=c1c2[nH]cnc2n(-c2cccc(F)c2)c(=O)n1Cc1ccccc1 | i | -0.47
CCN(CC)C(=O)CSc1ncnc2sc(C)c(C)c12 | i | 0.46
[O-]/[N+](=C\c1ccncc1)c1ccccc1 | i | -2.18
COc1ccc2oc(CS(=O)c3ccccc3)c(C(=O)O)c2c1 (stereo unspecified) | i | -1.84
CCc1ccccc1OCC(=O)Nc1ccc2c(c1)OCCO2 | i | 2.4
O=C(Cc1ccccc1)c1c[nH]c(C(=O)C(Cl)(Cl)Cl)c1 | i | 1.46
O=C(NCC1CCCO1)C(c1ccncc1)N(Cc1ccc(F)cc1)C(=O)CN1C(=O)c2ccccc2S1(=O)=O (stereo unspecified) | i | -0.09
O=C(CSc1nn(-c2ccccc2)c(=S)s1)Nc1ncccn1 | i | 1.07
Cc1nc2ccccn2c1C(=O)NNS(=O)(=O)c1ccc(C(C)(C)C)cc1 | i | 1.06
COc1ccc(/C=C2/SC(=S)N(CCCC(=O)Nc3ccc(O)cc3)C2=O)cc1 | i | -1.25
CC(=O)/C(=N\Nc1ccc(Cl)cc1Cl)Sc1nnc(-c2ccccc2)n1-c1ccccc1 | i | 0.03
Nc1nnc(SCC(=O)Nc2ccc3nc(SCC(=O)Nc4ccccc4)sc3c2)s1 | i | -0.47
O=C(O)c1ccc2c(=O)n3c(nc2c1)/C(=C/c1cccc(O)c1)CC3 | i | 0.72
COC(=O)c1c(NC(=O)CSc2ncnc3c2cnn3-c2ccccc2Cl)sc2c1CCCC2 | i | 0.38
Fc1ccccc1CN1CCC(Cc2ccccc2)CC1 | i | -0.02
COc1ccc(S(=O)(=O)N(C)CC(=O)NC2CCCCC2)cc1OC | i | 0.64
O=C(c1cccc([N+](=O)[O-])c1)c1ccc2c(c1)OCCOCCOCCO2 | i | 0.36
N#Cc1ccc(Nc2ccccc2)c(N)c1 | i | 1.06
Brc1ccc(-c2cnc3n2CCCC3)cc1 | i | -0.48
COc1cc(C(C(=O)NC(C)(C)C)N(C(=O)CNC(=O)c2cccs2)c2cccnc2)cc(OC)c1OC (stereo unspecified) | i | 1.6
Cc1ccc(C)c(OCC(=O)N2CCOCC2)c1 | i | 0.7
CCn1c(SCC(=O)Nc2ccc(OC)c(OC)c2)nc2c(c1=O)SCC2 | i | -0.38
COCc1cc(C)n(CC(=O)Nc2cc(C)cc(C)c2)c(=O)c1C#N | i | -2.1
CC(=O)NC(CC(=O)N(C)C1CCCCC1)c1ccccc1 (stereo unspecified) | i | -0.83
COc1cccc(CN2CC(C(=O)NCc3ccc(C)o3)CCC2=O)c1 (stereo unspecified) | i | 1.78
O=C(NN1C(=O)c2ccccc2NC1c1ccccn1)c1ccccc1 (stereo unspecified) | i | -0.05
Cc1nc(Nc2nc3ccccc3o2)nc(C)c1C(=O)Nc1ccc(F)cc1 | i | -0.88
O=Cc1ccc(OCc2nnc(-c3ccccc3Br)o2)cc1 | i | 1.25
CC(C)c1ccc(NC(=O)C2C3C=CC4(CN(CCCN5CCOCC5)C(=O)C24)O3)cc1 (stereo unspecified) | i | -0.47
C=CCO/N=C(/C)c1c(O)c(CC)c(-c2ccccc2)n(-c2ccccc2)c1=O | i | -0.25
CCOC(=O)c1[nH]c2c(c1-c1ccccc1)C(=O)CC(c1ccc(Cl)cc1)C2 (stereo unspecified) | i | 1.33
COc1ccc(CN2C(=O)CCCc3ccccc32)cc1 | i | -1.74
O=C1CC(c2ccc(F)cc2)C(n2cncn2)C(O)=C1C1NCCc2ccccc21 (stereo unspecified) | i | -0.58
CCC(CC)C(=O)Nc1cccc(C(=O)Nc2ccc(OC)cc2[N+](=O)[O-])c1 | i | 1.54
CCNCCC(=O)N1c2ccccc2Sc2ccc(C(F)(F)F)cc21 | i | -0.59
COc1ccc(C(=O)N/C(=C/c2cccc3ccccc23)C(=O)NCCc2c[nH]c3ccccc23)cc1OC | i | 2.47
Cc1nc2scc(-c3ccco3)c2c(=O)n1/N=C/N(C)C | i | 1.05
Cc1ccc2nc(-c3cccc(NC(=O)c4ccc5c(c4)OCCO5)c3)oc2c1 | i | -0.01

(cont.)
Under each structure – KCNQ2 inh	Kir21 block
CC1CN(c2nc(Nc3ccccc3)nc(N)c2[N+](=O)[O-])CC(C)O1 (stereo unspecified)
    i	-0.06
CC(C)C(=O)N1CCN(c2ccccc2NC(=O)c2ccc([N+](=O)[O-])o2)CC1
    i	-0.58
CCOc1cc(N2CCOCC2)c(OCC)cc1NC(=O)C1CCCC1
    i	0.47
COc1ccc(S(=O)(=O)Nc2cccc(SC)c2)cc1OC
    i	-1.43
Cc1ccc(N2C(=O)C3C4CC(=O)C(c5ccccc54)C3C2=O)cc1 (stereo unspecified)
    i	-0.36
Cc1cccc(NC(=O)Cn2c(O)c(N=NC(=O)c3ccncc3)c3ccccc32)c1
    i	0.07
CC(C)(C(=O)Nc1nccs1)c1ccccc1
    i	1.17
CCC(CO)NCc1ccc(OC2CCCC2)cc1 (stereo unspecified)
    i	-1.21
COc1cccc(N(CC(=O)N2CCCCCC2)S(C)(=O)=O)c1
    i	-0.17
Nc1nc(CSc2ccccn2)nc(Nc2ccccc2)n1
    i	0.39
Cc1ccc2nc(SCC(=O)Nc3cccc(S(=O)(=O)NC4=NCCCCC4)c3)[nH]c2c1
    i	0.63
Cc1onc(-c2ccccc2Cl)c1C(N)=O
    i	2.62
Fc1ccccc1NC(=S)N(CCCN1CCOCC1)Cc1cccnc1
    i	-0.05
O=C(CO/N=C/c1ccccc1OC(F)F)NC1CCCCC1
    i	1.07
O=C(CSCc1ccc([N+](=O)[O-])cc1)Nc1cccc(C(=O)Nc2ccccc2C(=O)O)c1
    i	1.56
O=C(CCC1CCCCC1)NCCN1C2=NC[C@@H](Cc3ccccc3)N2C[C@H]1Cc1ccc(O)cc1
    i	-4.46*
CC#CCN1c2ccccc2[C@]23C[C@@H](C(=O)OC)N(C(=O)NC(C)(C)C)C2=NC(C(=O)OC)=C(C(=O)OC)[C@H]13
    i	2.05
CCN(CC)S(=O)(=O)c1cccc(C(=O)N/N=C2\CC(=O)CC(C)(C)C2)c1
    i	0.86
Cc1nn(C)c(C(=O)NC(=S)Nc2ccccc2O)c1Cl
    i	2.28
COc1ccc(C(=O)NC2CCN(C(=S)NCCc3ccccc3)CC2)cc1
    i	-0.39

Compound profiles (already shown). Screens in order: KCNQ2 inh, Kir21 block
CSc1nc(C)cc(NC(N)=O)n1 is listed as i, 0.54
COc1ccc(C(=O)NC2CCN(C(=S)NCCc3ccccc3)CC2)cc1 is listed as i, -0.39

Next records follow:
Under each structure – KCNQ2 inh	Kir21 block
CNC[C@@H](Cc1ccccc1)NC[C@@H](CC1CCCCC1)NCCCc1ccccc1
    -6.16*	-11*
O=C(Oc1ccccc1N1CCOCC1)c1ccccc1
    i	-2.52
COc1cccc(C(=O)NC2CC3CCCC(C2)N3S(=O)(=O)c2ccccc2)c1 (stereo unspecified)
    i	-1.38
COc1ccc(C(C(=O)NCC2CCCO2)N(C(=O)CNC(=O)c2ccco2)c2ccccc2)cc1OC (stereo unspecified)
    i	0.75
Cc1ccc(/C(=N/Nc2ncnc3ccccc23)C(=O)O)cc1
    i	0.37
COc1ccc(C=C2C=C(C(C)(C)C)C(=O)C(C(C)(C)C)=C2)cc1OC
    i	-1.31
CC(=O)c1cccc(NS(=O)(=O)c2ccc(-c3cc(C)no3)s2)c1
    i	-0.83
COc1ccc(C(=O)OCCN2C(=O)c3ccccc3C2=O)cc1
    i	-0.88
CCCCCc1cc(=O)oc2c(C(CCN3CCCC(C)C3)c3ccc4c(c3)OCO4)c(OC)cc(OC)c12 (stereo unspecified)
    i	-0.23
Cc1cc(C)c2sc(N(CCN(C)C)C(=O)c3cc(Cl)sc3Cl)nc2c1
    i	-0.71
O=C(CN1CCNCC1)NCCSc1ccc(Cl)cc1
    i	1.42
COC(C[C@@H]1O[C@@H]1C(=O)[C@H](C)OCc1ccccc1)OC
    i	0.07
COc1ccc(CCN(C)C(=O)C2CCN(C(=O)Nc3ccccc3)CC2)cc1OC
    i	1.73
O=C(CSc1nc2ccccc2nc1N1CCCCC1)Nc1ccc(F)cc1
    i	0.13
COc1cc(OC)cc(C(=O)N[C@H](C(=O)OCC(=O)NC(=O)NC(C)(C)C)C(C)C)c1
    i	1.37
CC(C)OCCCn1c(-c2ccc(Br)cc2)c[nH]c1=S
    i	-0.36
CCCCCNCC(=O)Nc1cccc(C(=O)Nc2cccc(C(F)(F)F)c2)c1
    i	0.01
CN1CCN(C(=O)CCc2nc3ccccc3c(=O)[nH]2)CC1
    i	0.36
COc1cc(CN2CCC(N3CCC(C(=O)N4CCCC4)CC3)CC2)cc2c1OCO2
    i	1.55
CCCNC(=O)c1cc(S(=O)(=O)N2CCCCC2)c[nH]1
    i	-0.03
O=[N+]([O-])c1ccccc1-c1cc(-c2ccccc2O)n[nH]1
    i	-0.73
CCOC(=O)C1=C(C)N(C)C(=S)NC1c1ccc(Cl)cc1 (stereo unspecified)
    i	-2.66
Cc1nc(NC(=O)C(C)Oc2cccc(Cl)c2)sc1C(=O)N(C)C (stereo unspecified)
    i	1.49
Cc1cc(C)c(C)c(OCCCOc2cccc3cccnc23)c1
    i	-0.28
O=C(Nc1ccc(N2CCN(C(=O)c3ccccc3)CC2)cc1)c1ccc2c(c1)OCO2
    i	-0.01
COc1ccc(NC(=O)CN2CCc3ccccc3C2)cc1OC
    i	-1.54
O=C(Cc1ccccc1F)Nc1ccc2c(c1)CCC2
    i	0.4
O=C(COc1cccc(Cl)c1)Nc1ccc2c(c1)CCC2
    i	0.11
CC(=O)NS(=O)(=O)c1ccc(NC(=O)/C=C/c2ccc(C)o2)cc1
    i	1.01
COc1ccc(NC(=S)N(Cc2ccc(N(C)C)cc2)Cc2ccco2)cc1
    i	0.19
COc1ccc(CNC(=O)CCCn2ncn3c(cc4occc43)c2=O)cc1
    i	0.71
COc1cc(C)nc(Oc2ccc(=O)n(C)n2)n1
    i	0.4
Cc1cccc(C(=O)NC(=S)Nc2c(C)n(C)n(-c3ccccc3)c2=O)c1
    i	1.85
c1ccc(Nc2nc(N3CCOCC3)nc(N3CCOCC3)n2)cc1
    i	-0.56
O=C(Nc1nc2ccccc2[nH]1)c1ccc(S(=O)(=O)N2CCOCC2)cc1
    i	0.15
COc1ccc(COC(=O)CCS(=O)(=O)c2ccc(C)cc2)cc1
    i	1.95
O=C1CSC(=S)N1/N=C/c1cc(Br)c(O)c(Br)c1
    i	-9.01
Cc1nc2sc(C(c3cccs3)N3CCN(c4ccccc4)CC3)c(O)n2n1 (stereo unspecified)
    i	1.25
Fc1ccc(Nc2nnns2)cc1
    i	-0.76
CCc1nc(SCC(=O)N2CCCC2)c2c(=O)n(C)c(=O)n(C)c2n1
    i	-0.9
CCN(CC(=O)Nc1c(F)cccc1F)C(=O)CCc1nc2ccccc2c(=O)[nH]1
    i	0.9

Sorted by length of the SMILES (low to high): part of the list above
Under each structure – KCNQ2 inh	Kir21 block
Fc1ccc(Nc2nnns2)cc1
    i	-0.76
O=C1CSC(=S)N1/N=C/c1cc(Br)c(O)c(Br)c1
    i	-9.01
Cc1nc(NC(=O)C(C)Oc2cccc(Cl)c2)sc1C(=O)N(C)C (stereo unspecified)
    i	1.49

Printed as active in KCNQ2 inh (from the list above):
Under each structure – KCNQ2 inh	Kir21 block
CNC[C@@H](Cc1ccccc1)NC[C@@H](CC1CCCCC1)NCCCc1ccccc1
    -6.16*	-11*
